FLuc act counter – FLuc activators, initial screening, artefact control for FLuc-dependent activation tests, biochemical, ATPlite luminescence. Luciferin 4-monooxygenase (Photinus pyralis), P08659. ATPlite luciferase biochemical, 10 min; 0 = ATP-free wells, 1 = DMSO control. activation factor at 10 µM. 200,000 tested, under 10 active. AID 1027, 2008;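 active = luciferase activation factor, scaled between plate controls, of at least 2 with compound at 10 µM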
Target sequence (P08659 whole entry, looked up): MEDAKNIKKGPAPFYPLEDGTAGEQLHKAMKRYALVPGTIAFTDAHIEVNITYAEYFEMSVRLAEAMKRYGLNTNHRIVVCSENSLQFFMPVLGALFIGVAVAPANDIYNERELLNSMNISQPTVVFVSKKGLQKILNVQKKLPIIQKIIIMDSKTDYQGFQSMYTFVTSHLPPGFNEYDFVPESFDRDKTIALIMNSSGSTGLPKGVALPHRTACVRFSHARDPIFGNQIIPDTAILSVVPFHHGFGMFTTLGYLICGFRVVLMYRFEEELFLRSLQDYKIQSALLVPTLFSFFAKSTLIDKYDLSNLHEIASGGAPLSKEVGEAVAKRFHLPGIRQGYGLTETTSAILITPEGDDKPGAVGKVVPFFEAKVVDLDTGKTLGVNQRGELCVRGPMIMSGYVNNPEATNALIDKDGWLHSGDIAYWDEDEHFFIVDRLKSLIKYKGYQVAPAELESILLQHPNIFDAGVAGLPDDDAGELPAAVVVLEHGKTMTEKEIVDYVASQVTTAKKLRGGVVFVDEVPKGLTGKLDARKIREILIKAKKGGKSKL
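System: luciferase plus luciferin reagent, cell-free; medium: PBS as buffer for the ATP substrate; dosing: test compounds dosed from 2 mM stocks in 100% DMSO; timing: 10 min post-reagent at room temperature; measured by: luminescence measurement of luciferase light output; evaluation: luciferase activation, seen as luminescence increase over controls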
bIAP act – bovine intestinal alkaline phosphatase activators, primary screen, biochemical, bovine IAP, CDP-star luminescence | alkaline phosphatase, intestinal [Bos taurus] | purified bovine IAP, 30 min; active compounds read high; fold of DMSO-control signal, blank-subtracted | activation factor at 20 µM | 200,000 tested, 0.17% active | AID 1016, 2008;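 active = activation factor of 2 or more at 20 µM, a signal rise over negative controls twice the positive control's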
RAM network inh – inhibitors of the yeast RAM network, primary screen, dse1pr::URA3 reporter, 5-FOA selection; S. cerevisiae dse1pr::URA3 reporter, 5-FOA growth OD615, 2 d; analog-sensitive cbk1-as2 kinase mutant strain; inhibition, % at 50 µM; 190,000 tested, 1.8% active; AID 868, 2007;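 active = inhibition above a set limit, 3 SD over mean compound inhibition, cut at about 8.4% in these data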;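 note: 0% = DMSO-only wells with no growth and 100% = 10 µM 1-NA-PP1 full growth; inhibition rescues growth on 5-FOA so higher OD means more RAM inhibition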
FLuc inh counter – firefly luciferase enzyme inhibitors, primary screen, artefact control for luciferase-based inhibitor screens, biochemical, luminescence, ATPLite; AID 1006, 2008; 10 min; Luciferin 4-monooxygenase (Photinus pyralis), P08659; 200,000 tested, 1.5% active; inhibition, % at 10 µM;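 active = inhibition above about 50% when tested at 10 µM, limit read from the data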
TNAP act hi DEA – TNAP activators at high phosphate acceptor level, primary screen, biochemical, luminescence, uHTS; Alkaline phosphatase, tissue-nonspecific isozyme (Homo sapiens), P05186; purified TNAP, CDP-star luminescence, 1 M DEA, 30 min; active compounds read high; 0 = EDTA background, 1 = DMSO-only activity; activation factor at 20 µM; 200,000 tested, under 10 active;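 active = activation factor at least 2 at 20 µM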
Target sequence (P05186 whole entry, looked up): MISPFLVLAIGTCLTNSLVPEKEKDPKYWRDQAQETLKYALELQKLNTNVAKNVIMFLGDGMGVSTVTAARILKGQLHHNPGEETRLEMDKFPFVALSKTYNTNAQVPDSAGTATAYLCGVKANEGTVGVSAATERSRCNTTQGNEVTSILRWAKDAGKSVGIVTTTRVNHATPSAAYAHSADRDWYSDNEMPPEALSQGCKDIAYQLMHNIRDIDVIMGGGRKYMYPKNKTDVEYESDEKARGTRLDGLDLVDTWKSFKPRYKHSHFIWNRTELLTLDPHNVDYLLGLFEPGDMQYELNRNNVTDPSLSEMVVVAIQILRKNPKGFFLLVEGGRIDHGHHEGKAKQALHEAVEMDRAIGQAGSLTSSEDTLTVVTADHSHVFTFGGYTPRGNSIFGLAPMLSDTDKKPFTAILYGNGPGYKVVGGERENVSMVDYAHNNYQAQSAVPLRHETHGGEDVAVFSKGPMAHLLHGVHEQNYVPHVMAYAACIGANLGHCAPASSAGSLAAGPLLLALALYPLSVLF
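Test system – human TNAP · Doses – 20 µM single point · Incubation – 30 min, room temperature · Signal – luminescent substrate turnover signal · Read-out basis – activation factor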
APP transl inh – inhibitors of APP translation via 5'UTR reporter, primary screen, APP 5'UTR luciferase, SH-SY5Y cells. 190,000 tested, 0.82% active. inhibition, % at 2 µM. AID 1285, 2008. SH-SY5Y APP 5'UTR-luciferase reporter, luminescence;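 active = inhibition above a set limit, derived from the sample mean plus 3 SD, cut at about 45% in these data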; note: values of inactives mirror those of a sister screen read the other way
TNAP inh hiacc – human TNAP enzyme inhibitors, primary screen, biochemical, luminescent, high phosphate acceptor level, uHTS; Alkaline phosphatase, tissue-nonspecific isozyme (Homo sapiens), P05186; purified TNAP, CDP-star luminescence, 1 M DEA; inhibition, % at 20 µM; 200,000 tested, 0.03% active; AID 1135, 2008;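 active = over 50% inhibition of tissue-nonspecific alkaline phosphatase at 20 µM in the single-dose screen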;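 note: plate controls were DMSO wells for no effect and EDTA-quenched wells as full inhibition for full effect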
Lmaj promast – Leishmania major promastigote growth inhibition, primary screen; Leishmania major promastigotes, resazurin fluorescence viability; inhibition, % at 10 µM; 200,000 tested, 9% active; AID 1063, 2008; in the data active = inhibition above about 50%;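 note: promastigotes grown with compound for 44 hours at 28 °C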
bIAP inh – bovine intestinal alkaline phosphatase inhibitors, primary screen, selectivity assay for TNAP inhibitor project, biochemical, bovine IAP, CDP-star luminescence | alkaline phosphatase, intestinal [Bos taurus] | 190,000 tested, under 10 active | inhibition, % at 20 µM | purified bovine IAP, 30 min;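 active = over 50% inhibition of intestinal alkaline phosphatase at 20 µM in the single-dose screen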
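test system = bovine IAP enzyme | medium = DEA buffer 100 mM, pH 9.8, with MgCl2 1.0 mM, ZnCl2 0.02 mM | detection = luminescence | dosing = single compound dose of 20 µM, 2% DMSO final | incubation = 30 min reaction at room temperature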
TNAP inh noacc – human TNAP enzyme inhibitors, primary screen, biochemical, luminescent, no phosphate acceptor, uHTS | Alkaline phosphatase, tissue-nonspecific isozyme (Homo sapiens), P05186 | purified TNAP, CDP-star luminescence, 30 min | inhibition, % at 20 µM | 200,000 tested, 0.26% active;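 active = tissue-nonspecific alkaline phosphatase inhibition above about 50% at 20 µM in the single-dose screen, limit read from the data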;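 note: 0% = DMSO negative control and 100% = EDTA positive control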
Starred values were filed as active, the others as inactive.

What do the screens show for `CCC(=O)NC(=S)Nc1ccc(NC(=S)NC(=O)c2ccc(C)cc2)cc1`?
FLuc act counter: 1.1; bIAP act: 0.8; RAM network inh: 1.8; FLuc inh counter: -6; TNAP act hi DEA: 1; APP transl inh: -9; TNAP inh hiacc: -1; Lmaj promast: 8; bIAP inh: 17; TNAP inh noacc: -6

What do the screens show for `Cc1ccc(-n2c([C@@H]3C[C@H]3c3ccccc3)n[nH]c2=S)cc1`?
FLuc act counter: 1; bIAP act: 0.9; RAM network inh: 0.1; FLuc inh counter: -1; TNAP act hi DEA: 1; APP transl inh: -2; TNAP inh hiacc: 1; Lmaj promast: 6; bIAP inh: 13; TNAP inh noacc: -13

Results for O=S(c1ccsc1)c1ccsc1 ?
FLuc act counter: 1; bIAP act: 1; RAM network inh: 1.3; FLuc inh counter: -2; TNAP act hi DEA: 1.1; APP transl inh: -2; TNAP inh hiacc: -6; Lmaj promast: -8; bIAP inh: -2; TNAP inh noacc: 3

Results for Oc1c(N=NC(=S)Nc2ccccc2F)c2ccccc2n1Cc1ccc(F)cc1 ?
FLuc act counter: 1; bIAP act: 0.8; RAM network inh: 6.1; FLuc inh counter: 0; TNAP act hi DEA: 0.8; APP transl inh: 22; TNAP inh hiacc: 16; Lmaj promast: 91*; bIAP inh: 20; TNAP inh noacc: 12

Results for N=c1c(-c2nc3ccccc3[nH]2)cc(C(=O)c2ccco2)nn1-c1ccccc1 ?
FLuc act counter: 1.1; bIAP act: 0.9; RAM network inh: 4.8; FLuc inh counter: -6; TNAP act hi DEA: 0.9; APP transl inh: 0; TNAP inh hiacc: 9; Lmaj promast: 100*; bIAP inh: 5; TNAP inh noacc: 8

Results for CC(=O)c1ccccc1N(C(=O)Cn1nnc2ccccc21)C(C(=O)NCC1CCCO1)c1ccc(N2CCOCC2)cc1 (stereo not given) ?
FLuc act counter: 1; bIAP act: 1.1; RAM network inh: -1.0; FLuc inh counter: -4; TNAP act hi DEA: 1; APP transl inh: 16; TNAP inh hiacc: -2; Lmaj promast: -3; bIAP inh: -10; TNAP inh noacc: -1

How did O=S(=O)(NCc1ccncc1)c1ccc(Br)s1 do in these assays?
FLuc act counter: 1; bIAP act: 0.9; RAM network inh: 1.3; FLuc inh counter: -1; TNAP act hi DEA: 1; APP transl inh: 28; TNAP inh hiacc: -1; Lmaj promast: -8; bIAP inh: 8; TNAP inh noacc: -7

Results for Cn1c(Cc2ccccc2)nnc1SCC(=O)c1cccs1 ?
FLuc act counter: 1.1; bIAP act: 0.9; RAM network inh: 1.0; FLuc inh counter: -6; TNAP act hi DEA: 1.1; APP transl inh: -5; TNAP inh hiacc: -7; Lmaj promast: 4; bIAP inh: 8; TNAP inh noacc: -16

Results for COc1ccc(CNS(=O)(=O)c2ccc(C3CNC(=O)C3)cc2)cc1 (stereo not given) ?
FLuc act counter: 1; bIAP act: 1; RAM network inh: 0.3; FLuc inh counter: 2; TNAP act hi DEA: 1; APP transl inh: 5; TNAP inh hiacc: -1; Lmaj promast: 0; bIAP inh: 0; TNAP inh noacc: -13

How did Cc1ccc2oc(=O)c3cnn(CC(=O)N(CCCN4CCOCC4)Cc4ccco4)c3c2c1 do in these assays?
FLuc act counter: 1.1; bIAP act: 0.9; RAM network inh: 2.2; FLuc inh counter: -6; TNAP act hi DEA: 1; APP transl inh: -13; TNAP inh hiacc: 1; Lmaj promast: 4; bIAP inh: 10; TNAP inh noacc: -9

How did O=S(=O)(Nc1ccc(N2CCOCC2)cc1)c1cccs1 do in these assays?
FLuc act counter: 1; bIAP act: 1; RAM network inh: 0.6; FLuc inh counter: -1; TNAP act hi DEA: 1; APP transl inh: -3; TNAP inh hiacc: 1; Lmaj promast: 24; bIAP inh: -2; TNAP inh noacc: -3

How did O=[N+]([O-])c1cc2c(cc1/C=N/n1cnnc1)OCO2 do in these assays?
FLuc act counter: 1.1; bIAP act: 1; RAM network inh: 0.2; FLuc inh counter: -6; TNAP act hi DEA: 1; APP transl inh: 3; TNAP inh hiacc: -1; Lmaj promast: 4; bIAP inh: 2; TNAP inh noacc: -10

What do the screens show for `O=C(c1cccn2c(=O)c3cc(Br)ccc3nc12)N1CCN(c2ccccn2)CC1`?
FLuc act counter: 1.1; bIAP act: 1.1; RAM network inh: 0.4; FLuc inh counter: -5; TNAP act hi DEA: 1; APP transl inh: 3; TNAP inh hiacc: -5; Lmaj promast: 14; bIAP inh: -11; TNAP inh noacc: -8

Results for CCOc1ccc2[nH]c(=O)c(CN(CCc3ccccc3)C(=O)N3CCCC3)cc2c1 ?
FLuc act counter: 1.1; bIAP act: 1; RAM network inh: 2.9; FLuc inh counter: -6; TNAP act hi DEA: 1; APP transl inh: -5; TNAP inh hiacc: -2; Lmaj promast: 8; bIAP inh: -1; TNAP inh noacc: -4

Results for CCN1CCN(C(c2ccc(OC)c(OC)c2)c2nnnn2C(C)(C)C)CC1 (stereo not given) ?
FLuc act counter: 1; bIAP act: 1.1; RAM network inh: 1.0; FLuc inh counter: -4; TNAP act hi DEA: 1; APP transl inh: -3; TNAP inh hiacc: 2; Lmaj promast: -8; bIAP inh: -7; TNAP inh noacc: -9

3 records drawn at random from those above:
Results for COc1ccc(CNS(=O)(=O)c2ccc(C3CNC(=O)C3)cc2)cc1 (stereo not given) ?
FLuc act counter: 1; bIAP act: 1; RAM network inh: 0.3; FLuc inh counter: 2; TNAP act hi DEA: 1; APP transl inh: 5; TNAP inh hiacc: -1; Lmaj promast: 0; bIAP inh: 0; TNAP inh noacc: -13

How did O=S(=O)(Nc1ccc(N2CCOCC2)cc1)c1cccs1 do in these assays?
FLuc act counter: 1; bIAP act: 1; RAM network inh: 0.6; FLuc inh counter: -1; TNAP act hi DEA: 1; APP transl inh: -3; TNAP inh hiacc: 1; Lmaj promast: 24; bIAP inh: -2; TNAP inh noacc: -3

Results for O=S(c1ccsc1)c1ccsc1 ?
FLuc act counter: 1; bIAP act: 1; RAM network inh: 1.3; FLuc inh counter: -2; TNAP act hi DEA: 1.1; APP transl inh: -2; TNAP inh hiacc: -6; Lmaj promast: -8; bIAP inh: -2; TNAP inh noacc: 3

The results go on.
What do the screens show for `O=C(c1ccc(Cl)c([N+](=O)[O-])c1)N1CCN(Cc2ccc3c(c2)OCO3)CC1`?
FLuc act counter: 1; bIAP act: 1.2; RAM network inh: 0.4; FLuc inh counter: -5; TNAP act hi DEA: 1; APP transl inh: -9; TNAP inh hiacc: -3; Lmaj promast: 82*; bIAP inh: -23; TNAP inh noacc: -22

How did CN(C)/C=C/C(=O)c1ccc(Cl)s1 do in these assays?
FLuc act counter: 1; bIAP act: 1.2; RAM network inh: 4.4; FLuc inh counter: 0; TNAP act hi DEA: 1; APP transl inh: -6; TNAP inh hiacc: -3; Lmaj promast: -2; bIAP inh: -17; TNAP inh noacc: -6

What do the screens show for `COc1cc2c(cc1OC)C(SC)=NC1(CCCC1)C2`?
FLuc act counter: 1; bIAP act: 1.1; RAM network inh: 1.1; FLuc inh counter: -3; TNAP act hi DEA: 1.1; APP transl inh: -2; TNAP inh hiacc: -6; Lmaj promast: 44; bIAP inh: -15; TNAP inh noacc: -4

What do the screens show for `CCOC(=O)c1cnn(-c2nc(-c3ccc(C)cc3)cs2)c1C(F)(F)F`?
FLuc act counter: 1.1; bIAP act: 0.9; RAM network inh: 12*; FLuc inh counter: -8; TNAP act hi DEA: 1.1; APP transl inh: -5; TNAP inh hiacc: -7; Lmaj promast: -1; bIAP inh: 13; TNAP inh noacc: -14

How did CC(C)N1CCNCC1 do in these assays?
FLuc act counter: 1; bIAP act: 1; RAM network inh: -0.5; FLuc inh counter: -2; TNAP act hi DEA: 1; APP transl inh: -5; TNAP inh hiacc: -2; Lmaj promast: -7; bIAP inh: -3; TNAP inh noacc: -7

What do the screens show for `CN1C=CC2=C(C#N)C(N)C(C#N)(C#N)[C@H](c3ccccc3)[C@H]2C1` (stereo not given in full)?
FLuc act counter: 1.1; bIAP act: 1.1; RAM network inh: -0.4; FLuc inh counter: -6; TNAP act hi DEA: 0.9; APP transl inh: 1; TNAP inh hiacc: 13; Lmaj promast: 9; bIAP inh: -8; TNAP inh noacc: -15

Results for Cc1ccnc(NS(=O)(=O)c2ccc(NC(=O)C3CC=CCC3C(=O)O)cc2)n1 (stereo not given) ?
FLuc act counter: 1.1; bIAP act: 1; RAM network inh: 1.5; FLuc inh counter: -7; TNAP act hi DEA: 1.1; APP transl inh: 8; TNAP inh hiacc: -8; Lmaj promast: -11; bIAP inh: -1; TNAP inh noacc: -11

Results for N#CCCN(C(=O)c1ccco1)c1ccccc1 ?
FLuc act counter: 1.1; bIAP act: 0.9; RAM network inh: 0.3; FLuc inh counter: -7; TNAP act hi DEA: 1.1; APP transl inh: 4; TNAP inh hiacc: -6; Lmaj promast: -5; bIAP inh: 7; TNAP inh noacc: -14

How did Cc1cc(NC(CC(C)C)C(=O)O)nc(Cc2ccccc2)n1 (stereo not given) do in these assays?
FLuc act counter: 1; bIAP act: 0.9; RAM network inh: 1.5; FLuc inh counter: -1; TNAP act hi DEA: 1; APP transl inh: -7; TNAP inh hiacc: -3; Lmaj promast: -1; bIAP inh: 7; TNAP inh noacc: 1

How did Cc1ccc(S(=O)(=O)/N=C(\Sc2ccccc2)c2ccccc2)cc1 do in these assays?
FLuc act counter: 1; bIAP act: 0.8; RAM network inh: 0.9; FLuc inh counter: 2; TNAP act hi DEA: 1; APP transl inh: -9; TNAP inh hiacc: 0; Lmaj promast: -1; bIAP inh: 17; TNAP inh noacc: -4

Results for CCOC(=O)N1CCN(S(=O)(=O)c2cc([N+](=O)[O-])ccc2C)CC1 ?
FLuc act counter: 1; bIAP act: 1; RAM network inh: 0.6; FLuc inh counter: 2; TNAP act hi DEA: 1; APP transl inh: -5; TNAP inh hiacc: 3; Lmaj promast: -1; bIAP inh: 4; TNAP inh noacc: -1

How did COc1ccc(NC(=O)[C@@H](NC(=O)c2ccccc2)C(C)C)cc1S(=O)(=O)N1CCCCC1 do in these assays?
FLuc act counter: 1; bIAP act: 1; RAM network inh: 3.2; FLuc inh counter: -1; TNAP act hi DEA: 1; APP transl inh: -3; TNAP inh hiacc: -3; Lmaj promast: 72*; bIAP inh: 3; TNAP inh noacc: -15

Random draw from the library (roughly 13% active in at least one column).
